Screening data: PubChem BioAssay, National Center for Advancing Translational Sciences (NCATS)
LDHA block: LDHA (human) enzyme inhibition; P00338; purified LDHA, NADH/diaphorase-resazurin fluorescence; hits give low values; activity change, % (values are at about 110 or 230 µM); 480,000 compounds, 0.15% hits; in the data active = activity change below about -30%; inconclusive = mostly about -25% to -30%;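 note: plate controls were DMSO wells for no effect and wells without enzyme for full effect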
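Enzyme activity of human lactate dehydrogenase 5 (2 nM; 0.06 mM NADH, 0.2 mM pyruvate, 5 min, RT) is measured via a resazurin/diaphorase fluorescence readout of residual NADH.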
Vif-APOBEC3G blk: Vif-A3G binding inhibition; Q9HC16; HeLa A3G-eYFP + Vif (tagged APOBEC3G with the HIV-1 protein that degrades it), YFP fluorescence, overnight; Potency, µM (highest dose often 46.1 µM), inactives show top-dose activity, negative = active, hits mostly inhibitors; 410,000 compounds, 0.076% hits;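 note: potency is the fitted concentration of half-maximal effect; % is set by controls: 0 for no effect and ±100 for the full control effect; nearly all actives have a fitted effect of over 60% in size; hits raise eYFP signal because A3G escapes Vif-driven loss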
Target sequence (Q9HC16 whole entry, looked up): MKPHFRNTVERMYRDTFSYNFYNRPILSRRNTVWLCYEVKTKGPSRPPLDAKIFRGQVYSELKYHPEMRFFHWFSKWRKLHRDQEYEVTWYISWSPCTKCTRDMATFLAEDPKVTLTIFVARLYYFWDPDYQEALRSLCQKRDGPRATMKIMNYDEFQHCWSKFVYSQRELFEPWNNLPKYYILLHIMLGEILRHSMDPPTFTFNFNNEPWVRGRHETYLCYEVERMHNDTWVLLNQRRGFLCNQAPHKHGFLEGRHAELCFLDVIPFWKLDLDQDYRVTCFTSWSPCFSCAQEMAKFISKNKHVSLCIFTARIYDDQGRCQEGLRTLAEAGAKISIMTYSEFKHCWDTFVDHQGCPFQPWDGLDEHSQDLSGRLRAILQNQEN
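Read-out is eYFP fluorescence (Ex 488/Em 500-530) from Vif-expressing HeLa A3G-eYFP cells; more signal means A3G escaped Vif-mediated degradation. Cells plated overnight, compound pinned in, incubated overnight at 37 deg C.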
rTrxR1 inhibitor: rat TrxR1 inhibition. Potency, µM (doses to about 114 µM), inactives show top-dose activity change, negative = inhibition, usual class: inhibitors. recombinant rTrxR1, NADPH fluorescence consumption, selenite substrate. AID 588453. 390,000 compounds, 1% hits; note: potency is the fitted concentration of half-maximal effect; % is set by controls: 0 for no effect and ±100 for the full control effect; nearly all actives have a fitted effect of over 65% in size
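Rat TrxR1 (90 nM in the dispensed reagent) was pre-reduced with 400 uM NADPH for 5 min at room temperature, then incubated with compound for 15 min. After 400 uM selenite was added, NADPH fluorescence (Ex 340/Em 450 nm) was followed for 8 min.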
RGS4 inh: human RGS4 inhibition. P49798. Transcreener GDP fluorescence polarization, RGS4-accelerated GTP hydrolysis. Potency, µM (doses to about 114 µM), for the others: at the top dose activity change, negative = inhibition, usual class: inhibitors. 390,000 compounds, 0.039% hits; note: potency is the fitted concentration of half-maximal effect; % is set by controls: 0 for no effect and ±100 for the full control effect; nearly all actives have a fitted effect of over 75% in size; some results filed as inactive show a strong effect at the top dose
Target sequence (P49798 whole entry, looked up): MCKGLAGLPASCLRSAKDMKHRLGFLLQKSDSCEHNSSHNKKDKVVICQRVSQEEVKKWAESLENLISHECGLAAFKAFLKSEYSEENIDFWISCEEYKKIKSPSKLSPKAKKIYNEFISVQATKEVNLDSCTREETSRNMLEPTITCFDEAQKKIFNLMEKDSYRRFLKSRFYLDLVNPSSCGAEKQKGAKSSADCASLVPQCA
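MLSMR compounds (23 nl, pin-transferred) preincubated 10 min at room temperature with a 500nM (2x) first reagent, then RGS4 at 900nM (2x) plus Transcreener GDP mix added; fluorescence polarization (620/688 nm) read before and after 90 min at 30 °C.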
TrxR1 substrate: rat thioredoxin reductase 1 substrate activity; Potency, µM (top dose mostly 114 µM), inactives show at the top dose activity change, negative = substrate turnover; O89049; AID 588456; 390,000 compounds, 0.01% hits; purified TrxR1 substrate turnover, NADPH consumption readout; note: potency is the fitted concentration of half-maximal effect; % is set by controls: 0 for no effect and ±100 for the full control effect; nearly all actives have a fitted effect of over 50% in size
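Rat TrxR1, dispensed at 90 nM, was prereduced with 400 uM NADPH (final) for 5 min at ~22 deg C, then incubated with compound 15 min before 400 uM selenite. A first-read NADPH fluorescence drop versus no-compound background flagged substrates.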
Glioma ERSR ind: induces the endoplasmic reticulum stress response in human glioma cells; U87-MG GRP78 promoter luciferase reporter, 16 h; Potency, µM, for inactives: at the highest dose activation, usual class: activators; 420,000 compounds, 0.02% hits; AID 602332; note: potency is the fitted concentration of half-maximal effect; series mostly up to about 76 µM; % of control where 0% means no effect; nearly all actives have a fitted effect of over 35% in size
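Stably transfected U87-MG glioma cells carrying a GRP78-based luciferase sensor; 16 h compound incubation. Luminescence end-point read 10 min after Bright-Glo addition at room temperature.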
IDH1 R132H inh: human IDH1 R132H inhibition; IDH1-R132H enzyme, NADPH consumption, diaphorase/resazurin fluorescence; Potency, µM (top dose mostly 76.6 µM), without a hit: at the highest dose activity change, negative = inhibition, actives largely listed as inhibitors; 390,000 compounds, 0.093% hits; note: potency is the fitted concentration of half-maximal effect; % is set by controls: 0 for no effect and ±100 for the full control effect; nearly all actives have a fitted effect of over 65% in size
Target sequence (O75874 whole entry R132H, stated change not applied): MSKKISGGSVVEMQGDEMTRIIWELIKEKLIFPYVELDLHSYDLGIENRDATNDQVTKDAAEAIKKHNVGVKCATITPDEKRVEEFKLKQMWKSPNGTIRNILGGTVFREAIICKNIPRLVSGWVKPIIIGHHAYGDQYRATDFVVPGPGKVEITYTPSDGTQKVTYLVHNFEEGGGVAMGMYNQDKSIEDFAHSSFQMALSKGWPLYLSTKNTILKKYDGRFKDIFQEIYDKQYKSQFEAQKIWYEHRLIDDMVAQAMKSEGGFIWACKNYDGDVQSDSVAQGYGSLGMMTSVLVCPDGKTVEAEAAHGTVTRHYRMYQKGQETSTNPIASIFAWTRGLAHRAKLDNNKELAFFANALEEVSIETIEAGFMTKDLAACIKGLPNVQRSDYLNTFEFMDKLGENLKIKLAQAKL
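IDH1-R132H (0.5 ug/mL dispensed) in pH 7.5 Tris buffer was preincubated 30 min with compound, then given a substrate mix of 0.016 mM NADPH and 2 mM alpha-KG for 80 min at room temperature; remaining NADPH was read by diaphorase/resazurin fluorescence.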
Vif-A3F inh: Vif-A3F binding inhibition. HeLa A3F-eYFP + Vif (tagged APOBEC3F with the HIV-1 protein that degrades it), YFP fluorescence increase. Potency, µM (highest dose often 46.1 µM), for the others: at the top dose activity, negative = active. 390,000 compounds, 0.2% hits; note: potency is the fitted concentration of half-maximal effect; % of control where 0% means no effect; nearly all actives have a fitted effect of over 65% in size
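Fluorescence increase (Ex 488/Em 500-530) after overnight compound treatment at 37 deg C flags inhibition of Vif-driven A3F-eYFP loss in stable HeLa A3F-eYFP/Vif cells seeded overnight beforehand.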
USP1 inh: inhibitors of human USP1/UAF1 deubiquitinase; O94782; recombinant USP1/UAF1, Ub-Rhodamine cleavage fluorescence; Potency, µM (doses to about 57.1 µM), inactives show top-dose activity change, negative = inhibition, actives largely listed as inhibitors; 390,000 compounds, 0.23% hits; AID 743255; note: potency is the fitted concentration of half-maximal effect; % is set by controls: 0 for no effect and ±100 for the full control effect; nearly all actives have a fitted effect of over 60% in size; inactives centre near -12
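USP1/UAF1 complex (1 nM) preincubated 15 min at room temperature with compound, then Ub-Rho substrate (150 nM final) added. Kinetic fluorescence at 480/540 nm over 6 reads at 60 s intervals; 50 mM HEPES pH 7.8, 0.5 mM EDTA, 0.1 mg/ml BSA, 1 mM TCEP, 0.01% Tween-20.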
* hit, by the source's call; [ ] = dose if it differs, or a comment. Unless noted, calls come from the whole dose curve; as a rule, active = well fitted curve in the direction sought with a large enough effect; inconclusive = small, poorly fitted or top-dose-only effect, or another doubt; inactive = no such curve, though single readings can be large; an effect the other way counts as inactive or inconclusive. These rows are one share of the data (hit frequency here may not be typical).

Screening COc1cccc(OCCOc2c(OC)cccc2OC)c1 returned LDHA block 12, Vif-APOBEC3G blk 5%, rTrxR1 inhibitor 0%, RGS4 inh -9%, TrxR1 substrate -3%, Glioma ERSR ind 2%, IDH1 R132H inh 8%, Vif-A3F inh -10% and USP1 inh -12%.
Screening C=CCn1c(CCNC(=O)c2ccco2)nc2ccccc21 returned LDHA block -5, Vif-APOBEC3G blk -1%, rTrxR1 inhibitor 5%[57.1 µM], RGS4 inh 9%, TrxR1 substrate 6%[57.1 µM], Glioma ERSR ind -6%, IDH1 R132H inh -2%, Vif-A3F inh 8% and USP1 inh 3%.
Screening COc1cc(/C=N/N2C(=O)CSC2=S)ccc1O returned LDHA block 10, Vif-APOBEC3G blk -3%, rTrxR1 inhibitor 32µM*, RGS4 inh -23%, TrxR1 substrate -14%, Glioma ERSR ind -2%, IDH1 R132H inh -14%, Vif-A3F inh 6% and USP1 inh -18%.
For CCC(=O)Nc1nnc(S(=O)(=O)N(CC(C)C)c2ccccc2)s1 the results were LDHA block -2, Vif-APOBEC3G blk 1%, rTrxR1 inhibitor 14%[57.1 µM], RGS4 inh 8%, TrxR1 substrate 9%[57.1 µM], Glioma ERSR ind -1%, IDH1 R132H inh 3%, Vif-A3F inh 5% and USP1 inh 3%.
For COc1ccc(C)cc1-n1nnnc1SCc1cn2ccsc2n1 the results were LDHA block -1, Vif-APOBEC3G blk -1%, rTrxR1 inhibitor 8%, RGS4 inh -1%, TrxR1 substrate -1%, Glioma ERSR ind -4%, IDH1 R132H inh 5% and USP1 inh -24%.
`Cc1cc(C)n(C(=O)CN2C(=O)COc3ccccc32)n1` gave LDHA block -4, Vif-APOBEC3G blk 1%, rTrxR1 inhibitor -3%, RGS4 inh -7%, TrxR1 substrate 3%, Glioma ERSR ind -2%, IDH1 R132H inh 5%, Vif-A3F inh -8% and USP1 inh -4%.
Screening O=C(NCCCn1ccnc1)c1nc(Cn2ccc([N+](=O)[O-])n2)no1 returned LDHA block -10, Vif-APOBEC3G blk 0%, rTrxR1 inhibitor 26%[57.1 µM], RGS4 inh -6%, TrxR1 substrate -7%, Glioma ERSR ind -4%, IDH1 R132H inh 12%, Vif-A3F inh 9% and USP1 inh -12%.
`CCN(C(=O)COC(=O)c1c(NC(C)=O)sc(C)c1C)C1CCS(=O)(=O)C1` (stereo unspecified) gave LDHA block -6, Vif-APOBEC3G blk -5%, rTrxR1 inhibitor -11%, RGS4 inh 15%, TrxR1 substrate -10%, Glioma ERSR ind -2%, IDH1 R132H inh 0%, Vif-A3F inh -12% and USP1 inh -7%.
Screening CCCSc1nnc(Nc2ccccc2C)s1 returned LDHA block -3, Vif-APOBEC3G blk 1%, rTrxR1 inhibitor 1%, RGS4 inh 4%, TrxR1 substrate -2%, Glioma ERSR ind 1%, IDH1 R132H inh 1%, Vif-A3F inh 3% and USP1 inh -10%.
COC(=O)C1=C(C)N(Cc2ccc(C)cc2)C(=O)C1 was read as LDHA block 2, Vif-APOBEC3G blk -1%, rTrxR1 inhibitor 10%, RGS4 inh -36%, TrxR1 substrate 6%, Glioma ERSR ind -4%, IDH1 R132H inh 2%, Vif-A3F inh 6% and USP1 inh -6%.
`COc1ccc(-c2c(-c3ccsc3)oc(=O)c3cc(OC)c(OC)cc23)cn1` gave LDHA block 2, Vif-APOBEC3G blk -2%, rTrxR1 inhibitor 24%, RGS4 inh 14%, TrxR1 substrate 14%, Glioma ERSR ind -4%, IDH1 R132H inh 28µM*, Vif-A3F inh 4% and USP1 inh -27%.
For CCc1ccc(C(=O)NNC(=O)Cn2c(=O)cnc3ccccc32)cc1 the results were LDHA block -3, Vif-APOBEC3G blk -2%, rTrxR1 inhibitor 21%, RGS4 inh -9%, TrxR1 substrate -2%, Glioma ERSR ind -3%, IDH1 R132H inh 2%, Vif-A3F inh 13% and USP1 inh -12%.
`COc1ccc(-n2c(=S)[nH]c3cc(C(=O)NCCCN4CCOCC4)ccc3c2=O)c(OC)c1` gave LDHA block 0, Vif-APOBEC3G blk 1%, rTrxR1 inhibitor -1%[57.1 µM], RGS4 inh -19%, TrxR1 substrate 2%, Glioma ERSR ind -4%, IDH1 R132H inh 2%, Vif-A3F inh -9% and USP1 inh -16%.
For C/C(=C\C(=O)Nc1nccs1)c1ccccc1 the results were LDHA block -9, Vif-APOBEC3G blk -3%, rTrxR1 inhibitor 27%, RGS4 inh 20%, TrxR1 substrate 8%, Glioma ERSR ind 5%, IDH1 R132H inh 2%, Vif-A3F inh 8% and USP1 inh -13%.
For Cc1nn(CCC(N)=O)c2nc(-c3cccs3)cc(C(F)(F)F)c12 the results were LDHA block -4, Vif-APOBEC3G blk 0%, rTrxR1 inhibitor 2%[57.1 µM], RGS4 inh 8%, TrxR1 substrate 57%[activator][57.1 µM], Glioma ERSR ind 2%, IDH1 R132H inh 11%, Vif-A3F inh -9% and USP1 inh -19%.
`CC(NCc1ccc(OCC(N)=O)cc1)C12CC3CC(CC(C3)C1)C2` (stereo unspecified) gave LDHA block 1, Vif-APOBEC3G blk 0%, rTrxR1 inhibitor 27%, RGS4 inh -12%, TrxR1 substrate 11%, Glioma ERSR ind 3%, IDH1 R132H inh 7%, Vif-A3F inh 2% and USP1 inh -19%.
CC(=O)Nc1sc(N/N=C\c2ccccc2)nc1-c1cccs1 was read as LDHA block 3, Vif-APOBEC3G blk -4%, rTrxR1 inhibitor 24%[57.1 µM], RGS4 inh inconclusive, TrxR1 substrate -19%[57.1 µM], Glioma ERSR ind 1%, IDH1 R132H inh 3%, Vif-A3F inh 0% and USP1 inh -14%.
`O=C(CCN1C(=O)/C(=C\c2ccccc2F)SC1=S)N1CCCCC1` gave LDHA block 1, Vif-APOBEC3G blk -9%, rTrxR1 inhibitor 27%, RGS4 inh -4%, TrxR1 substrate 5%, Glioma ERSR ind 1%, IDH1 R132H inh 12%, Vif-A3F inh -3% and USP1 inh -23%.
For N#Cc1c(Nc2ccccc2C(F)(F)F)s[nH]c1=O the results were LDHA block -3, Vif-APOBEC3G blk -1%, rTrxR1 inhibitor -2%[57.1 µM], RGS4 inh inconclusive, TrxR1 substrate -5%, Glioma ERSR ind -7%, IDH1 R132H inh -1%, Vif-A3F inh inconclusive and USP1 inh 5%.
`CCOc1ccc(OCC)c(NS(=O)(=O)c2ccc3[nH]c(=O)ccc3c2)c1` gave LDHA block 5, Vif-APOBEC3G blk 0%, rTrxR1 inhibitor 6%[57.1 µM], RGS4 inh -2%, TrxR1 substrate 1%[57.1 µM], Glioma ERSR ind 3%, IDH1 R132H inh 14%, Vif-A3F inh 0% and USP1 inh -25%.
For Cc1cc(N2CCCC2)ccc1/C=C1\NC(=S)N(C)C1=O the results were LDHA block 3, Vif-APOBEC3G blk inconclusive, rTrxR1 inhibitor inconclusive, RGS4 inh inconclusive, TrxR1 substrate -15%, Glioma ERSR ind -2%, IDH1 R132H inh 1%, Vif-A3F inh 6.3µM* and USP1 inh -12%.
For CN(CC(=O)NC1CC(C)(C)NC(C)(C)C1)S(=O)(=O)c1cc(Cl)ccc1Cl the results were LDHA block -3, Vif-APOBEC3G blk -8%, rTrxR1 inhibitor 1%, RGS4 inh 11%, TrxR1 substrate -1%, Glioma ERSR ind 2%, IDH1 R132H inh -4%, Vif-A3F inh -5% and USP1 inh -24%.
For Cc1ccc2c(c1)C(c1ccncc1)=NNC(c1ccccc1)=N2 the results were LDHA block -5, Vif-APOBEC3G blk 1%, rTrxR1 inhibitor 3%[57.1 µM], RGS4 inh inconclusive, TrxR1 substrate 4%[57.1 µM], Glioma ERSR ind 3%, IDH1 R132H inh 6%, Vif-A3F inh -5% and USP1 inh -14%.
For COCCNc1nc(C)cc(-c2cc(C(=O)NC3CCCC3)on2)n1 the results were LDHA block 1, Vif-APOBEC3G blk 1%, rTrxR1 inhibitor 28%, RGS4 inh 16%, TrxR1 substrate 5%, Glioma ERSR ind 1%, IDH1 R132H inh -15%, Vif-A3F inh 10% and USP1 inh -18%.
Screening CS(=O)(=O)N(CC(=O)N1CCN(c2ccccc2)CC1)c1cccc(Br)c1 returned LDHA block -10, Vif-APOBEC3G blk -1%, rTrxR1 inhibitor -5%, RGS4 inh -32%, TrxR1 substrate -3%, Glioma ERSR ind -3%, IDH1 R132H inh 3%, Vif-A3F inh -1% and USP1 inh -12%.

Filtered by structure: the entries above with a CF3 group (2)
For Cc1nn(CCC(N)=O)c2nc(-c3cccs3)cc(C(F)(F)F)c12 the results were LDHA block -4, Vif-APOBEC3G blk 0%, rTrxR1 inhibitor 2%[57.1 µM], RGS4 inh 8%, TrxR1 substrate 57%[activator][57.1 µM], Glioma ERSR ind 2%, IDH1 R132H inh 11%, Vif-A3F inh -9% and USP1 inh -19%.
For N#Cc1c(Nc2ccccc2C(F)(F)F)s[nH]c1=O the results were LDHA block -3, Vif-APOBEC3G blk -1%, rTrxR1 inhibitor -2%[57.1 µM], RGS4 inh inconclusive, TrxR1 substrate -5%, Glioma ERSR ind -7%, IDH1 R132H inh -1%, Vif-A3F inh inconclusive and USP1 inh 5%.
